KB-3-1 cytotox – kills parental KB-3-1 adenocarcinoma cells | Potency, µM (highest dose often 46.1 µM), for inactives: at the top dose activity change, negative = cytotoxic, most hits filed as cytotoxic | AID 1347075 | actives 1.4% (n = 400,000) | KB-3-1 viability, CellTiter-Glo ATP luminescence, 72 h; also: potency is read from the fitted curve at half-maximal effect; % is scaled to controls: 0 for no effect and ±100 for the full control effect; nearly all actives have a fitted effect of over 60% in size
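Luminescent ATP read-out (CellTiter-Glo) measures survival of drug-naive KB-3-1 cells after 72 h compound exposure at 37 °C. Titration series was screened from lowest to highest concentration, with DMSO vehicle plates as background controls.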
KB-V1 MDR tox – KB-V1 MDR subline cytotoxicity. KB-V1 MDR cells viability, CellTiter-Glo, 72 h. Potency, µM (titrated, usually from 46.1 µM), for the others: top-dose activity change, negative = cytotoxicity, actives largely listed as cytotoxic. actives 3.4% (n = 400,000). AID 1347076; also: potency is read from the fitted curve at half-maximal effect; % is scaled to controls: 0 for no effect and ±100 for the full control effect; nearly all actives have a fitted effect of over 60% in size
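Drug-selected KB-V1 cells, grown in DMEM lacking phenol red with 10% FBS, receive compound titrations; after three days at 37 degrees C, surviving cell ATP is quantified by CellTiter-Glo luminescence and responses normalized and curve-fitted.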
HT1080NT lethal – kills 2HG-producing HT-1080-NT fibrosarcoma cells. Potency, µM (titrated, usually from 46.1 µM), inactives show top-dose activity, negative = less viability, usual class: cytotoxic. AID 686970. HT-1080-NT fibrosarcoma viability, CellTiter-Glo ATP luminescence, 48 h. actives 1.6% (n = 360,000);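 also: NT is the 2HG producing partner of a matched IDH1 knockdown line; potency is read from the fitted curve at half-maximal effect; 0% = DMSO-treated cells and -100% = media-only wells without cells; nearly all actives have a fitted effect of over 55% in size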
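HT-1080-NT fibrosarcoma cells (2HG-overproducing), 750 cells/well in RPMI with 5% FBS, dosed after 2 h and incubated 48 h at 37C. CellTiter-Glo luminescence normalized to DMSO and no-cell wells; concentration-response curves fitted and classed.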
IL-1B inflam inh – inflammasome signaling inhibition, IL-1 beta readout. activity change, % at 57.5 µM. AID 743279. actives 4.7% (n = 360,000). THP-1 LPS/ATP IL-1B secretion, AlphaLISA, 16 h; active compounds read low; in the data active = activity change below about -50%; inconclusive = mostly about -30% to -49%; also: % is scaled to controls: 0 for no effect and ±100 for the full control effect
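Secreted IL-1B measured by AlphaLISA bead assay after 16 h compound exposure of THP-1 cells; compounds (final up to 57.5 uM) added 1 h before LPS (250 ng/mL) and ATP (1.25 mM) stimulation; lower signal means less secretion.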
ATXN2 expr inh – inhibitors of ATXN2 expression. HEK-293 ATXN2-luciferase reporter, luminescence, 24 h. Potency, µM (series often up to 57 µM), for the others: top-dose activity change, negative = inhibition, hits mostly inhibitors. actives 0.72% (n = 360,000). AID 1745845; also: potency is read from the fitted curve at half-maximal effect; % is scaled to controls: 0 for no effect and ±100 for the full control effect; nearly all actives have a fitted effect of over 55% in size
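qHTS (up to 57 uM final) was run with 24 h compound exposure of reporter cells at 37 °C. Each well was multiplexed: SteadyGlo luminescence measured ATXN2-luciferase expression after a fluorogenic Gly-Phe-AFC viability readout (25 uM final).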
MCF10A rereplic – induces DNA re-replication in MCF 10a normal breast cells; MCF 10A DNA re-replication, Hoechst nuclear intensity, 48 h; Potency, µM (series often up to 46.1 µM), without a hit: at the highest dose activity, positive = re-replication, most hits filed as activators; actives 2.9% (n = 350,000); also: potency is read from the fitted curve at half-maximal effect; % of control where 0% means no effect; nearly all actives have a fitted effect of over 50% in size
HT1080 IDH1KD tx – toxicity to HT-1080 IDH1 knockdown cells (counter line) | HT-1080 IDH1 knockdown viability, ATP luminescence, 48 h | Potency, µM (top dose mostly 46.1 µM), for the others: at the highest dose activity, negative = toxicity, most hits filed as cytotoxic | actives 2% (n = 360,000) | AID 686971;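 also: potency is read from the fitted curve at half-maximal effect; 0% = DMSO wells and -100% = cell-free medium wells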
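Cytotoxicity counter-line: IDH1KD HT-1080, 48 h, CellTiter-Glo. Curves classed by r2, magnitude and activity.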
SW480 rerep – inducers of DNA re-replication in SW480 colon cancer cells; Potency, µM (highest dose often 46.1 µM), for the others: top-dose re-replication activation, hits mostly activators; SW480 DNA re-replication, Hoechst DNA content imaging, 48 h; actives 1.8% (n = 340,000); AID 624297; also: potency is read from the fitted curve at half-maximal effect; % of control where 0% means no effect; nearly all actives have a fitted effect of over 55% in size
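Quantitative HTS format with DMSO vehicle controls; 48 hr drug incubation at 37 C, then 40 min Hoechst staining and scanning imager measurement at 405 nm excitation.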
WRN helicase inh – inhibitors of human WRN helicase. AID 651768. WRN helicase unwinding, fluorescent forked duplex, kinetic. Q14191. actives 0.46% (n = 360,000). Potency, µM (highest dose often 114 µM), for the others: at the highest dose activity change, negative = inhibition, hits mostly inhibitors; also: potency is read from the fitted curve at half-maximal effect; % is scaled to controls: 0 for no effect and ±100 for the full control effect; nearly all actives have a fitted effect of over 55% in size
Target sequence (Q14191 whole entry, looked up): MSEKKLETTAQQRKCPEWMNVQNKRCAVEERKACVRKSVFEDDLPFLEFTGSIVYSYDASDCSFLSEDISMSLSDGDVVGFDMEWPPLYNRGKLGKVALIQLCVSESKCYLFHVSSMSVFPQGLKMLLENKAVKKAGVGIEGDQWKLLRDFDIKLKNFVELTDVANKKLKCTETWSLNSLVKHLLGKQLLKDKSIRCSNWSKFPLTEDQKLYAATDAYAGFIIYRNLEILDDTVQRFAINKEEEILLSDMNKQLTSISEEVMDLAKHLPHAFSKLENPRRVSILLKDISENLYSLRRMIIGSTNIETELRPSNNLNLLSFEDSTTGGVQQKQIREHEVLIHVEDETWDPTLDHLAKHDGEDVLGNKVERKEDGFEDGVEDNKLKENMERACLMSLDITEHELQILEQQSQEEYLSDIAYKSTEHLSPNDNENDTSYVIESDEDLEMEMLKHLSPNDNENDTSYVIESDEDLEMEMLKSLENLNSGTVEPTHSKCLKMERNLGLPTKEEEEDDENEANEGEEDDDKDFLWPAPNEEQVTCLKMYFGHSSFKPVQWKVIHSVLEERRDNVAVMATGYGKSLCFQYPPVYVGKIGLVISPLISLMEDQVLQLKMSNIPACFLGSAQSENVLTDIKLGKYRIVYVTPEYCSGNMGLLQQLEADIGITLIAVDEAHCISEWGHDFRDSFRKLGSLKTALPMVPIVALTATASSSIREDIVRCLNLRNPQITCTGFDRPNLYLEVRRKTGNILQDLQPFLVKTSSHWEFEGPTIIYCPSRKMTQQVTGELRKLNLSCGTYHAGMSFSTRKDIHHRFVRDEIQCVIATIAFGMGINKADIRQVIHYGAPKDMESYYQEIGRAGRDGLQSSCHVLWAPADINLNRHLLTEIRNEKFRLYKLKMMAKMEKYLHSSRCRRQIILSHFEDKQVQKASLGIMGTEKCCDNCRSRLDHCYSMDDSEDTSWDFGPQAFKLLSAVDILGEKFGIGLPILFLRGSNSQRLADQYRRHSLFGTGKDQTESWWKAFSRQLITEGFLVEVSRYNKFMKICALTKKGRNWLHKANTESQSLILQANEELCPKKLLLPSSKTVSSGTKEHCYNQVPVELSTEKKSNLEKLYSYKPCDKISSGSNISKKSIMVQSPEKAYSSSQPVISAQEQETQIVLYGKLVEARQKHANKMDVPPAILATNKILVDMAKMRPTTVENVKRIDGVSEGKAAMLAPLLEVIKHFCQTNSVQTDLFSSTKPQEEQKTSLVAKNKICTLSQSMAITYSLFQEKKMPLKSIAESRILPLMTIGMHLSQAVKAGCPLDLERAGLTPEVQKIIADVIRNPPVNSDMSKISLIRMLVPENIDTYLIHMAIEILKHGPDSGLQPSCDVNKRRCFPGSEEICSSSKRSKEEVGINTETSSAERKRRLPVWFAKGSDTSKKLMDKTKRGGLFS
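WRN at 20 nM final preincubated with compound 15 min at room temperature; reaction started with 100 nM fluorophore/quencher forked duplex oligonucleotide and 2 mM ATP final. Unwinding followed kinetically by red fluorescence (ex 525, em 598 nm).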
* marks the source's active call; other numbers are inactive results; ? = inconclusive; · = not tested or not shown; & = joins results of further samples; [ ] = remark or other dose. Unless noted, calls follow the shape of the dose curve; as a rule, active = well fitted curve in the direction sought with a large enough effect; inconclusive = small, poorly fitted or top-dose-only effect, or another doubt; inactive = no such curve, though single readings can be large; an effect the other way counts as inactive or inconclusive.

SMILES | KB-3-1 cytotox | KB-V1 MDR tox | HT1080NT lethal | IL-1B inflam inh | ATXN2 expr inh | MCF10A rereplic | HT1080 IDH1KD tx | SW480 rerep | WRN helicase inh
COC(=O)c1ccccc1NC(=O)c1ccc(F)cc1 | 9.2% | -4.8% | ? | 17.9 | 2.9% | -5.0% | 22.5% | 1.2% | 2.0%
Nc1nc2c(ncn2[C@@H]2O[C@H](CNCc3ccc4ncccc4c3)[C@@H](O)[C@H]2O)c(=O)[nH]1 | 0.0% | 3.0% | 1.4% | 5.5 | 4.6% | · | 9.2% | · | -11.5%
Cc1nn(C(C)C(=O)NCc2ccccc2Cl)c(=O)c2c1sc1ccccc12 (stereo not drawn) | -19.9% | -18.3% | -2.2% | 6.1 | -2.9% | ? | -2.9% | 0.8% | 4.8%
CC(C)Oc1ccc(C2CC(=O)N(c3ccc(C(=O)O)cc3)C2=O)cc1 (stereo not drawn) | 0.3% | 2.6% | 10.7% | 25.3 | 13.7% | 0.5% | 1.4% | -9.2% | 15.2%
CC(=O)c1ccc2c(c1)N(C)c1ccccc1S2 | ? | 23.1µM* | 0.3% | -16.4 | 3.9% | ? | -9.7% | 1.4% | -4.0%
O=C(NCc1ccccn1)C1CCN(S(=O)(=O)c2cccs2)CC1 | ? | 5.6% | -2.3% | 13.1 | 6.1% | -4.3% | 25.8% | -2.0% | 0.4%
FC(F)Sc1ccc(NC(=S)NC(c2ccccc2)c2ccccc2)cc1 | ? | ? | ? | -68.2* | · | 3.66µM* | ? | ? | -13.7%
Cc1cccc(NC(=O)CCNC(=O)c2ccc(Br)cc2)c1C | 13.6% | -5.0% | 1.1% | 20.4 | -11.0% | -0.2% | -1.9% | 6.2% | 10.2%
CN1C(=S)SC(C)(C)C1N(O)C(=O)Nc1ccc(Cl)cc1 (stereo not drawn) | 13.1% | -17.8% | -1.9% | -21.7 | -9.7% | -3.6% | 7.9% | -6.4% | -0.4%[57.1 µM]
COc1ccc(NC(=O)c2ccc(CN3CCc4ccccc4C3)cc2)cc1OC | ? | 8.2µM* | -24.3% | 28.0 | 0.0% | 14.8% | -16.7% | ? | 7.4%
COc1ccc(S(=O)(=O)Nc2cc3c4c(oc3c3ccccc23)CCCC4=O)cc1 | 7.31µM* | 5.17µM* | ? | 21.2 | -30.0% | ? | 3.66µM* | ? | 6.6%[57.1 µM]
CN(Cc1ccccc1)C(=O)CN(Cc1ccccc1)S(C)(=O)=O | 0.0% | 0.0% | -6.5% | -10.9 | -1.6% | -1.8% | -1.7% | -0.5% | 1.6%
CCc1nc(Nc2ccccc2O)c2oc3ccccc3c2n1 | -2.7% | -8.6% | 20.1% | -0.4 | -10.9% | 0.0% | 27.1% | 4.4% | -18.5%
COC(=O)c1sc2nc3c(cc2c1N)CCCC3 | 17.9% | ? | ? | -12.3 | 120.7%[activator] | ? | -2.8% | 4.6% | -3.0%
COc1ccc(N2CCN(C(=O)C3CCN(C(=O)c4ccc([N+](=O)[O-])cc4)CC3)CC2)cc1 | -1.9% | 0.0% | 8.3% | -0.4 | -0.6% | 11.3% | -0.4% | -10.1% | -1.6%
CCCc1cc(=O)oc2cc(C)cc(OCC(=O)NC(Cc3ccc(Cl)cc3)C(=O)O)c12 (stereo not drawn) | 0.0% | -14.1% | -0.7% | -3.6 | -12.9% | -3.9% | 1.9% | -4.3% | 4.3%
Cc1ccccc1NC(=O)Cc1nc(COC(=O)C(C)(C)Oc2ccc(Cl)cc2)cs1 | 3.4% | 9.5% | -2.4% | 17.0 | · | · | 2.6% | · | -6.7%
NC(=O)c1cc[n+](Cc2ccc([N+](=O)[O-])cc2)cc1 | -2.0% | -9.3% | -1.1% | 11.3 | · | 1.3% | -4.0% | -8.7% | -2.3%
CC1CN(S(=O)(=O)c2ccc(CN3C(=O)c4cccnc4C3=O)s2)c2ccccc2O1 (stereo not drawn) | 5.1% | 3.2% | 18.1% | 0.0 | -8.7% | 0.7% | 9.6% | ? | -9.4%
CC(C)[C@@H](C(=O)NC1CC1)N1C(=O)N2CCc3c([nH]c4ccccc34)[C@@]2(C)C1=O | 0.0% | 0.0% | 0.3% | 20.6 | 4.7% | -6.6% | -6.9% | 1.9% | -3.9%
Cc1nc2nc(SCC(=O)NCCCN3CCCCCC3)nn2c(C)c1Cc1ccccc1Cl | 2.2% | ? | -11.0% | -15.7 | -22.8% | 14.4% | -7.2% | -26.5% | -3.4%
O=C(CCN1CCc2ccccc2C1)Nc1ccc(F)c(F)c1 | -11.1% | ? | -13.3% | 6.5 | -0.6% | ? | -14.2% | -5.2% | -9.0%
Cc1ccc(OCCn2c(NC(=O)c3ccco3)nc3ccccc32)cc1 | ? | ? | -5.7% | 5.8 | ? | ? | -14.6% | 13.4% | -10.6%
Cc1ccc(Cl)cc1NC(=S)N1CCC(c2ccccc2)C1 (stereo not drawn) | ? | -23.1% | -9.2% | -26.8 | 3.6% | -6.2% | -7.6% | ? | -31.4%
O=C(O)c1ccc(NC(=O)C2C3CCC(C3)C2C(=O)O)cc1 (stereo not drawn) | -3.1% | 22.5% | 1.2% | 13.6 | -3.5% | -7.6% | -0.2% | -9.0% | 0.2%
CCOC(=O)Cc1csc(NC(=O)c2ccc(Cl)nc2)n1 | 0.0% | ? | -1.0% | 4.0 | -17.2% | ? | ? | ? | -16.5%
O=C1NC2(CCCCC2)N=C1c1ccccc1 | 6.3% | ? | 4.3% | 0.0 | 5.6% | -5.7% | 6.8% | -1.4% | 8.5%
COc1ccc(NC(=O)CN2C(=O)COc3ccc(S(=O)(=O)N4CCCCCC4)cc32)cc1 | 5.6%&-5.7% | 0.0%&17.1% | 7.0% | -14.0 | 4.6% | -5.8% | 1.1% | -4.6% | -0.1%
O=C(Nc1nnc(S(=O)(=O)N2CCOCC2)s1)c1ccc(Cl)cc1 | ? | -1.7% | -12.4% | -11.5 | 8.1% | 0.2% | -2.1% | -13.6% | 0.2%
CCc1ccc(C(C)NC(=O)Cc2ccc(F)cc2)cc1 (stereo not drawn) | 0.7% | 0.5% | -13.3% | 7.5 | -8.1% | 1.3% | -24.0% | -11.3% | -0.4%
Cc1cc2n(n1)C(c1ccco1)Nc1ccccc1-2 (stereo not drawn) | -1.0% | -25.3% | 10.7% | -2.7 | -3.1% | 8.5% | 13.0% | -14.5% | -1.6%
COC(=O)C1CCN(C(=O)c2c(-c3ccccc3Cl)noc2C)CC1 | 6.5% | ? | 8.4% | 5.0 | 3.4% | -0.6% | 7.0% | -15.0% | -5.3%
O=c1cc(CN2CCN(Cc3ccccc3)CC2)c2cc3c(cc2o1)CCC3 | 1.9% | -0.3% | -1.9% | -69.3* | -7.7% | 0.6% | 2.3% | -0.8% | -1.8%
O=c1cc(COc2ncnc3ccccc23)nc2sccn12 | ? | -4.8% | 0.0% | 4.3 | · | -1.5% | 7.5% | ? | -10.0%[57.1 µM]
COc1ccc(-c2nnc(SCc3nc4ccccc4c(=O)[nH]3)o2)cc1 | -3.5% | -3.5% | 12.8% | 13.4 | 31.7% | 11.3% | 9.7% | -1.1% | -2.7%
Cc1ccc(/C=N/Nc2cccc3cccnc23)c(O)c1 | -15.7% | 1.7% | -1.5%[9.24 µM] | 0.0 | 55.2%[activator] | ? | ? | ? | -11.9%
Cc1ccc(S(=O)(=O)NCC(=O)NCC(=O)N(C)Cc2ccc3ccccc3c2)cc1C | ? | 13µM* | ? | -52.0* | ? | ? | -13.8% | 8.8% | -5.1%
COc1cc(/C=C/C(=O)OCC(=O)N2CCOCC2)ccc1OCC#N | 1.2% | -3.0% | 18.8% | -9.3 | -13.3% | ? | ? | 4.1% | -5.8%
Cc1ccc(OCCN2CCN(C(=O)CCC(=O)Nc3nnc(C)s3)CC2)cc1 | 11.3% | 9.0% | 16.3% | 44.1 | -3.5% | 0.6% | 10.1% | 0.1% | 8.5%
COc1ccc(NC(=O)C(=O)NCCCn2ccnc2)cc1 | 10.4% | 1.5% | 1.7% | -19.1 | -8.0% | 0.3% | 17.1% | -5.5% | -4.9%
CCCCCCN(C(=O)CCCN1C(=O)NC(c2ccc(-c3ccccc3)cc2)C(C(=O)OCc2ccccc2)=C1C)C(C)C(=O)NCCCC (stereo not drawn) | 0.0% | -4.3% | -14.4% | ? | -12.0% | -2.8% | -5.5% | 0.0% | -5.4%
CC1(C)NC(=O)N(CC(=O)Nc2ccc(-n3cnnn3)cc2)C1=O | ? | 14.9% | 4.1% | 4.4 | -17.8% | -17.7% | 8.6% | -28.7% | 3.8%
Cc1ccc(C)c(NC(=O)C2CC(Cl)=CCC2C(=O)O)c1 (stereo not drawn) | -20.9% | 0.0% | 3.0% | 14.7 | -0.6% | -14.1% | -0.2% | -0.1% | -3.6%
CC(C)CNC(=O)COC(=O)/C=C/c1ccco1 | 16.6% | 22.9% | 14.4% | 28.5 | 1.6% | 10.4% | 16.4% | 0.3% | -7.1%

Shown with two lines to a compound: part of the list above
Values run as follows: KB-3-1 cytotox	KB-V1 MDR tox	HT1080NT lethal	IL-1B inflam inh	ATXN2 expr inh	MCF10A rereplic	HT1080 IDH1KD tx	SW480 rerep	WRN helicase inh
Cc1ccc(C)c(NC(=O)C2CC(Cl)=CCC2C(=O)O)c1 (stereo not drawn)
→ -20.9%	0.0%	3.0%	14.7	-0.6%	-14.1%	-0.2%	-0.1%	-3.6%
CC(C)CNC(=O)COC(=O)/C=C/c1ccco1
→ 16.6%	22.9%	14.4%	28.5	1.6%	10.4%	16.4%	0.3%	-7.1%
